TcdB GH inh: inhibitors of Clostridioides difficile toxin B glycohydrolase; AID 652162; hit rate 0.24% among 350,000; inhibition, % at 9.99 µM; TcdB glycohydrolase enzymatic assay, plate reader; in the data active = inhibition above about 10%
Target sequence (P18177 whole entry, looked up): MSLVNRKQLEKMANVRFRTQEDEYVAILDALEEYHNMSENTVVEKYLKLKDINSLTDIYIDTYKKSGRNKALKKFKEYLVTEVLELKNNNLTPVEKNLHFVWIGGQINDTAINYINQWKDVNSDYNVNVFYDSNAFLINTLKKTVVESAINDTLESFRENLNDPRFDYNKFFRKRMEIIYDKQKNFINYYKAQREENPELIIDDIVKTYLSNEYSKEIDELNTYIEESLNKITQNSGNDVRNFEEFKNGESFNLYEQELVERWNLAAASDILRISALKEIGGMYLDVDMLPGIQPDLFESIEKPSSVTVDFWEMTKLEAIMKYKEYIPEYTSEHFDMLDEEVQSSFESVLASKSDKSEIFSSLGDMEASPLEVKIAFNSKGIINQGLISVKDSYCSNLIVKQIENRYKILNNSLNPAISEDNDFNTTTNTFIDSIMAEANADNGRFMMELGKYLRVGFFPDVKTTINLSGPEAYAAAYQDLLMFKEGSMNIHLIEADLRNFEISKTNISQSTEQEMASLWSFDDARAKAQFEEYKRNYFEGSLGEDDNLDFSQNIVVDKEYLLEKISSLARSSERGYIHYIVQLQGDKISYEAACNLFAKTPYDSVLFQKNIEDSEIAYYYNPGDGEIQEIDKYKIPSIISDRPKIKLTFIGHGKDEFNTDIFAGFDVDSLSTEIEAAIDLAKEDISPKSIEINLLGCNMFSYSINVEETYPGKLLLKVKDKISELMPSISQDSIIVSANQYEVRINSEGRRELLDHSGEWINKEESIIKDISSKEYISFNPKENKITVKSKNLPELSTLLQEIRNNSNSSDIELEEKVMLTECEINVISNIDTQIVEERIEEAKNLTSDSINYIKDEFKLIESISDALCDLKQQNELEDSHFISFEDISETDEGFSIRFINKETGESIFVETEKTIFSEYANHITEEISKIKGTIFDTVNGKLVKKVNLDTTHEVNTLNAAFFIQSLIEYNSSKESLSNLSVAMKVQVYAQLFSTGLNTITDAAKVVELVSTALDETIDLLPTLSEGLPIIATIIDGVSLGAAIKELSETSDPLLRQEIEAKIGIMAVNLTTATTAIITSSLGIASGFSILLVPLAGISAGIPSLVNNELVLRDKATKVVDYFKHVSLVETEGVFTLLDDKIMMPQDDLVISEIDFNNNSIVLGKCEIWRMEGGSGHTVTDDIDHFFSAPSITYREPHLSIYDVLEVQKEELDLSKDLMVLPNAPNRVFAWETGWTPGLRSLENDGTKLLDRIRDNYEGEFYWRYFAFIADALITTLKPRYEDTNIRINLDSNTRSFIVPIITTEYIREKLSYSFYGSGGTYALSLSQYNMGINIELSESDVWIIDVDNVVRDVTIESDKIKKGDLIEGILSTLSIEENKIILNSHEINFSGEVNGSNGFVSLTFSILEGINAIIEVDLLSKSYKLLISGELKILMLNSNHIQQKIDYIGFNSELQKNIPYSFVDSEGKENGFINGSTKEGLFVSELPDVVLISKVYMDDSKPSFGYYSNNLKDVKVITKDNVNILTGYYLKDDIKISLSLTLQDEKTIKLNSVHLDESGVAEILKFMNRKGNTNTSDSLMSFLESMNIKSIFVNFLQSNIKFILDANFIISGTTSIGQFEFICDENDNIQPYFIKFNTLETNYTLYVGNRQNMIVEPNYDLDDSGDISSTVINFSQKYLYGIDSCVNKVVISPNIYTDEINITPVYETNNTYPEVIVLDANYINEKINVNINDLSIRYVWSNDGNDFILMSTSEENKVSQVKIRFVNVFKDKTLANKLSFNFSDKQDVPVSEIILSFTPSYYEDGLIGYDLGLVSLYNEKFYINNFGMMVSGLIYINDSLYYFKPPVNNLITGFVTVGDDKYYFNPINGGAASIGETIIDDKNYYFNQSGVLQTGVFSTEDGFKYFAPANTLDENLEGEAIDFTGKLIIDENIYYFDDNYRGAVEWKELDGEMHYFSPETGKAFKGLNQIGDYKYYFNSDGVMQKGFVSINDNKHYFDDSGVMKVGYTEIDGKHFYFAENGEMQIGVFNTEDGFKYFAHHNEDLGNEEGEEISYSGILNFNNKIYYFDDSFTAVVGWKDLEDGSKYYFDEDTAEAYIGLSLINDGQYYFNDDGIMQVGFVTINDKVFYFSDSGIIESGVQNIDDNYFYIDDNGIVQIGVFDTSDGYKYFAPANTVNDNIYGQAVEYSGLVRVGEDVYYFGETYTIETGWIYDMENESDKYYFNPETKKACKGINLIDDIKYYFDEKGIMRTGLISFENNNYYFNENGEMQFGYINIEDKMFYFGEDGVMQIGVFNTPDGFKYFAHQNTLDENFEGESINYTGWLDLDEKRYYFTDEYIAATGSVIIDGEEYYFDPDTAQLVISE
Numbers without * were called inactive; & = joins results of further samples.

SMILES	TcdB GH inh
COc1ccc(NC(=O)Nc2ccc3c(c2)[C@@H]2C[C@@H](CC(=O)NC4CCCC4)O[C@H](CO)[C@@H]2O3)cc1	-0.2
C[C@H]1CN([C@@H](C)CO)C(=O)c2cc(NC(=O)c3ccncc3)ccc2O[C@H]1CN(C)Cc1ccc(C(=O)Nc2ccccc2N)cc1	1.9
COc1cccc(C#Cc2ccc([C@@H]3[C@@H](CO)N4C(=O)CN(C(=O)c5ccccc5)C[C@H]34)cc2)c1	0.1
CN1c2ccc(-c3ccc(F)cc3)cc2[C@H]2[C@H](CCN2S(=O)(=O)c2cccc(F)c2)[C@@H]1CO	-0.2
CCCNC(=O)Nc1ccc2c(c1)C(=O)N(C)[C@H]1CC[C@H](CC(=O)NCc3ccccc3)O[C@@H]1CO2	-4.1
CO[C@H]1CN(C)C(=O)c2cc(NS(=O)(=O)CC(F)(F)F)ccc2OC[C@H](C)N(C)C[C@H]1C	-1.2
COc1ccccc1NC(=O)N[C@@H]1CC[C@H](CCNS(=O)(=O)c2ccc(F)cc2)O[C@@H]1CO	0.1
CC(=O)N(C)C[C@@H]1Oc2ncc(-c3cncnc3)cc2C(=O)N([C@@H](C)CO)C[C@H]1C	-0.2
COc1ccccc1C#Cc1cnc2c(c1)C(=O)N([C@H](C)CO)C[C@H](C)[C@@H](CN(C)C(=O)CC1CC1)O2	-2.7
CCCC(=O)N1CC2(C1)CN(Cc1ccccc1F)[C@H](CO)c1c2c2ccc(OC)cc2n1C	-1.2
O=C(Nc1ccccc1)N[C@H]1CC[C@@H](CCNS(=O)(=O)c2ccccc2F)O[C@@H]1CO	-1.3
C[C@H](CO)N1C[C@H](C)[C@H](CN(C)Cc2ccc(Oc3ccccc3)cc2)OCc2ccccc2-c2c(n(C)c3ccccc23)C1=O	-0.7
C[C@@H]1CN([C@@H](C)CO)C(=O)Cc2cc(NC(=O)c3ccncc3)ccc2O[C@H]1CN(C)CC1CCCCC1	0.2
C[C@@H]1CN([C@@H](C)CO)C(=O)Cc2cc(NS(=O)(=O)c3ccccc3)ccc2O[C@@H]1CN(C)S(=O)(=O)c1cn(C)cn1	-1.0
C[C@@H]1CN([C@@H](C)CO)C(=O)c2cc(NS(=O)(=O)c3cn(C)cn3)ccc2O[C@@H]1CN(C)Cc1ccc(Oc2ccccc2)cc1	1.0
COc1ccc(CN(C)C[C@@H]2OCCCC[C@H](C)Oc3ccc(NC(=O)Nc4c(C)noc4C)cc3C(=O)N([C@H](C)CO)C[C@@H]2C)cc1	0.1
O=C(NC1CCCC1)[C@@H]1[C@@H](CO)[C@@H]2Cn3c(ccc(C4=CCCC4)c3=O)[C@H]1N2C(=O)c1ccccc1	0.6
C[C@@H]1CCCCO[C@@H](CN(C)C(=O)Nc2ccc3c(c2)OCO3)[C@@H](C)CN([C@H](C)CO)C(=O)c2cc(NC(=O)c3ccncc3)ccc2O1	-0.6
O=C(CC1CC1)N1CC[C@@H]2[C@H]1c1cc(-c3ccccc3)ccc1N[C@@H]2CO	0.5
COCC(=O)N1CC(=O)N2[C@H](CO)[C@H](c3ccc(C#CC4CCCCC4)cc3)[C@@H]2C1	0.0
O=C(C[C@H]1CC[C@H]2[C@@H](COC[C@@H](O)CN2C(=O)Nc2ccc(Cl)c(Cl)c2)O1)NCc1ccccc1	0.1
COc1cccc(CN(C)C[C@H]2OCc3ccccc3-c3c(n(C)c4ccccc34)C(=O)N([C@H](C)CO)C[C@H]2C)c1	0.3
C[C@@H]1CN([C@H](C)CO)C(=O)c2cc(C#Cc3ccccc3F)cnc2O[C@H]1CN(C)C(=O)C1CCC1	0.5
O=C(Nc1ccc(-c2ccccc2)cc1)[C@@H]1[C@@H](CO)[C@@H]2Cn3c(cccc3=O)[C@@H]2N1CC1CCOCC1	0.6
N#Cc1ccc(-c2ccc([C@@H]3[C@H]4CNC[C@@H]3N4Cc3cc(F)ccc3F)cc2)cc1	0.1
C[C@H](CO)N1C[C@H](C)[C@H](CN(C)Cc2ccccn2)Oc2cc(-c3cccc(C#N)c3)ccc2S1(=O)=O	-0.5
C[C@@H]1CN([C@H](C)CO)C(=O)c2cccc(NC(=O)Nc3ccc4c(c3)OCO4)c2O[C@H]1CN(C)Cc1ccc(Oc2ccccc2)cc1	0.3
O=C(NCc1cccc(F)c1)[C@@H]1[C@@H](CO)[C@@H]2Cn3c(ccc(-c4cccnc4)c3=O)[C@H]1N2CC1CC1	0.1
COc1ccc(S(=O)(=O)Nc2cccc3c2O[C@@H](CN(C)Cc2ccncc2)[C@@H](C)CN([C@@H](C)CO)C3=O)cc1	0.3
CO[C@H]1CN(C)C(=O)c2ccc(NC(=O)Nc3cccc(F)c3)cc2OC[C@@H](C)N(C)C[C@@H]1C	-1.2
C[C@H](CO)N1C[C@H](C)[C@@H](CN(C)C(=O)C2CC2)Oc2ncc(-c3cccc(C#N)c3)cc2C1=O	0.6
COc1cccc(-c2ccc([C@@H]3[C@@H](CO)N4CCCCN(CC5CCOCC5)C[C@@H]34)cc2)c1	0.6
Cc1ccc(-c2ccc3c(c2)O[C@@H](CN(C)Cc2ccc(C(=O)O)cc2)[C@H](C)CN([C@H](C)CO)S3(=O)=O)cc1	0.4
O=C1CNC[C@@H]2[C@H](c3ccc(C4=CCCC4)cc3)[C@H](CO)N12	0.8
O=C(Cc1ccccn1)N1CC(=O)N2[C@@H](CO)[C@@H](c3ccc(C#CCC4CCCC4)cc3)[C@@H]2C1	-0.5
O=C(Cc1ccccn1)NCC[C@@H]1CC[C@@H](NC(=O)Nc2ccc(Cl)cc2)[C@@H](CO)O1	-1.0
C[C@@H]1CCCCO[C@@H](CN(C)C(=O)c2ccccc2)[C@@H](C)CN([C@H](C)CO)C(=O)c2cc(NS(=O)(=O)c3cn(C)cn3)ccc2O1	0.7
C[C@@H]1CN([C@@H](C)CO)C(=O)c2cc(NC(=O)CCN3CCOCC3)ccc2O[C@H]1CN(C)CC1CCCCC1	0.4
COc1cccc(S(=O)(=O)N(C)C[C@H]2OCc3ccccc3-c3ccccc3C(=O)N([C@@H](C)CO)C[C@@H]2C)c1	0.4
C[C@H](CO)N1C[C@H](C)[C@@H](CN(C)Cc2cccc(F)c2)OCc2ccccc2-c2c(n(C)c3ccccc23)C1=O	0.1
CCC(=O)N1CC2(C1)[C@H](c1ccccc1)[C@H](CO)N2CCC(F)(F)F	0.3
CC=Cc1ccc2n(c1=O)C[C@H]1[C@H](CO)[C@@H](C(=O)NC3CCCC3)N[C@@H]21 (mixture of isomers)	-9.9
O=C(Cc1ccccc1)N1CC(=O)N2[C@H](CO)[C@@H](c3ccc(C4=CCCC4)cc3)[C@@H]2C1	1.0
Cc1noc(C)c1S(=O)(=O)N(C)C[C@@H]1OCCCC[C@H](C)Oc2ccc(NC(=O)Nc3cccc4ccccc34)cc2C(=O)N([C@H](C)CO)C[C@@H]1C	0.9
CCNC(=O)[C@H]1[C@H](CO)[C@H]2Cn3c(cccc3=O)[C@H]2N1C(=O)C1CCCC1	-0.5
COCC(=O)Nc1ccc2c(c1)C(=O)N(C)C[C@@H](OC)[C@H](C)CN(Cc1ccccc1OC)[C@H](C)CO2	0.1
C[C@H]1CN([C@@H](C)CO)C(=O)c2cc(C#CC3(O)CCCC3)cnc2O[C@@H]1CN(C)S(=O)(=O)c1ccc(F)cc1	1.1
C[C@H](CO)N1C[C@H](C)[C@H](CN(C)C)Oc2ccc(NC(=O)Nc3ccc(F)cc3)cc2C1=O	-0.6
O=C(C[C@@H]1CC[C@H]2[C@@H](COC[C@@H](O)CN2C(=O)c2ccncc2)O1)Nc1ccc(-c2ccccc2)cc1	1.8
Cc1cccc(S(=O)(=O)N2C[C@@H]3N[C@H](C2)C3c2ccc(-c3cccc(C#N)c3)cc2)c1 (stereo partly specified)	-0.8&0.1
C[C@H]1CN([C@@H](C)CO)S(=O)(=O)c2ccc(C#CC3CC3)cc2O[C@@H]1CN(C)C(=O)CN(C)C	-0.8
COc1ccc(NC(=O)N[C@@H]2CC[C@@H](CCn3cc(-c4ccccc4)nn3)O[C@@H]2CO)cc1	0.1
COC(=O)[C@@H]1[C@@H](CO)[C@@H]2Cn3c(ccc(C4=CCCC4)c3=O)[C@@H]2N1Cc1cncnc1	-0.4
COCC#Cc1ccc2c(c1)O[C@H](CN(C)Cc1ccc3c(c1)OCO3)[C@@H](C)CN([C@H](C)CO)S2(=O)=O	-0.5
C[C@@H]1CN([C@@H](C)CO)C(=O)c2cccc(NS(=O)(=O)c3ccc(F)cc3)c2O[C@H]1CN(C)CC1CCCCC1	1.0
Cc1ccccc1-c1cnc2c(c1)C(=O)N([C@@H](C)CO)C[C@@H](C)[C@H](CN(C)C(=O)c1ccncc1)O2	5.3
CO[C@H]1CN(C)C(=O)c2cc(NC(=O)c3ccccc3)ccc2OC[C@@H](C)NC[C@H]1C	0.1
CS(=O)(=O)Nc1ccc2c(c1)[C@@H]1C[C@@H](CC(=O)NCC3CC3)O[C@@H](CO)[C@@H]1O2	0.2
CC(C)CC#Cc1cnc2c(c1)C(=O)N([C@H](C)CO)C[C@@H](C)[C@H](CN(C)C(=O)C1CCCCC1)O2	2.8
O=C(NC1CCCC1)N1CCCCN2[C@H](C1)[C@@H](c1ccc(-c3cncnc3)cc1)[C@@H]2CO	-0.4
(further entries)
SMILES	TcdB GH inh
CC(C)NC(=O)N(C)C[C@@H]1Oc2ccc(NC(=O)c3ccncc3)cc2CC(=O)N([C@@H](C)CO)C[C@@H]1C	0.9
CO[C@@H]1CN(C)C(=O)c2ccc(NS(=O)(=O)c3cccc(Cl)c3)cc2OC[C@H](C)NC[C@H]1C	-2.0
Cc1noc(C)c1S(=O)(=O)N(C)C[C@@H]1Oc2ccc(NC(=O)CCCN(C)C)cc2C(=O)N([C@@H](C)CO)C[C@@H]1C	-0.5
COc1ccc(NC(=O)N(C)C[C@@H]2Oc3ccc(NC(=O)c4ccncc4)cc3C(=O)N([C@@H](C)CO)C[C@@H]2C)cc1	-1.8
Cc1noc(C)c1NC(=O)Nc1ccc2c(c1)C(=O)N([C@@H](C)CO)C[C@@H](C)[C@@H](CN(C)C(=O)Cc1ccccc1)OCCCC[C@@H](C)O2	0.1
COCC#Cc1cnc2c(c1)C(=O)N([C@H](C)CO)C[C@H](C)[C@@H](CN(C)C(=O)Nc1cc(F)ccc1F)O2	0.7
C[C@@H]1CCCCO[C@@H](CN(C)Cc2ccc(C(F)(F)F)cc2)[C@H](C)CN([C@@H](C)CO)C(=O)c2cc(NC(=O)CCCN(C)C)ccc2O1	-20.7
CCN1[C@@H]2c3ccc(-c4ccccc4OC)c(=O)n3C[C@@H]2[C@@H](CO)[C@@H]1C(=O)N(C)C	-0.1
CN(C)CC(=O)N1[C@@H](C#N)[C@H](c2ccc(C#CC3CCCC3)cc2)[C@@H]1CO	0.5
COc1ccc(NC(=O)N2C[C@@H](O)COC[C@@H]3O[C@H](CC(=O)N4CCOCC4)CC[C@H]32)cc1	-0.5
Cc1noc(C)c1S(=O)(=O)Nc1cccc2c1O[C@H](CN(C)Cc1ccncc1)[C@H](C)CN([C@@H](C)CO)C2=O	-1.0
CC=Cc1ccc2n(c1=O)C[C@@H]1[C@@H](CO)[C@H](C(=O)OC)[C@H]2N1C(=O)CC1CC1 (mixture of isomers)	0.3
C/C=C/c1ccc2c(c1)O[C@@H](CN(C)C(=O)CN(C)C)[C@H](C)CN([C@H](C)CO)S2(=O)=O	0.5
COc1ccc(CNC(=O)C[C@H]2CC[C@@H](NC(=O)CN(C)C)[C@@H](CO)O2)cc1	0.1
CO[C@H]1CN(C)C(=O)c2ccc(NC(=O)C3CC3)cc2OC[C@H](C)N(C(=O)c2ccccn2)C[C@H]1C	-0.2
C[C@@H]1CN([C@H](C)CO)C(=O)c2cc(C#CC3(O)CCCC3)cnc2O[C@H]1CN(C)C	1.7
CO[C@@H]1CN(C)C(=O)c2cc(NC(=O)C3CC3)ccc2OC[C@H](C)N(C(=O)C2CCCCC2)C[C@H]1C	-0.7
C[C@@H]1CN([C@@H](C)CO)C(=O)c2cc(-c3ccccc3F)cnc2O[C@H]1CN(C)C(=O)c1cnccn1	-0.4
CCCN(C)C[C@@H]1Oc2cc(C#CCC3CCCC3)ccc2S(=O)(=O)N([C@H](C)CO)C[C@@H]1C	1.1
CNC(=O)C[C@H]1CC[C@@H]2[C@H](COC[C@@H](O)CN2C(=O)Nc2cccc(OC)c2)O1	-0.1
O=C(C[C@H]1C=C[C@@H](NC(=O)c2ccncc2)[C@H](CO)O1)Nc1ccccc1	-4.9
CN(C)C(=O)c1ccc(-c2ccc([C@H]3[C@H](CO)N4CCCCN(S(C)(=O)=O)C[C@@H]34)cc2)cc1	-1.7

Ten successive records out of the list so far, quoted:
SMILES	TcdB GH inh
COc1ccc(NC(=O)N2C[C@@H](O)COC[C@@H]3O[C@H](CC(=O)N4CCOCC4)CC[C@H]32)cc1	-0.5
Cc1noc(C)c1S(=O)(=O)Nc1cccc2c1O[C@H](CN(C)Cc1ccncc1)[C@H](C)CN([C@@H](C)CO)C2=O	-1.0
CC=Cc1ccc2n(c1=O)C[C@@H]1[C@@H](CO)[C@H](C(=O)OC)[C@H]2N1C(=O)CC1CC1 (mixture of isomers)	0.3
C/C=C/c1ccc2c(c1)O[C@@H](CN(C)C(=O)CN(C)C)[C@H](C)CN([C@H](C)CO)S2(=O)=O	0.5
COc1ccc(CNC(=O)C[C@H]2CC[C@@H](NC(=O)CN(C)C)[C@@H](CO)O2)cc1	0.1
CO[C@H]1CN(C)C(=O)c2ccc(NC(=O)C3CC3)cc2OC[C@H](C)N(C(=O)c2ccccn2)C[C@H]1C	-0.2
C[C@@H]1CN([C@H](C)CO)C(=O)c2cc(C#CC3(O)CCCC3)cnc2O[C@H]1CN(C)C	1.7
CO[C@@H]1CN(C)C(=O)c2cc(NC(=O)C3CC3)ccc2OC[C@H](C)N(C(=O)C2CCCCC2)C[C@H]1C	-0.7
C[C@@H]1CN([C@@H](C)CO)C(=O)c2cc(-c3ccccc3F)cnc2O[C@H]1CN(C)C(=O)c1cnccn1	-0.4
CCCN(C)C[C@@H]1Oc2cc(C#CCC3CCCC3)ccc2S(=O)(=O)N([C@H](C)CO)C[C@@H]1C	1.1

The list is partial. The share of hits here may be higher or lower than overall.
